BioA inh: blocks M. tuberculosis BioA enzyme activity; purified M. tuberculosis BioA enzyme, plate reader; inhibition, % at 9.99 µM; 0.096% of 360,000 active; AID 602481; in the data active = inhibition above about 40%
The depositor's hits bear a star; & = joins results of further samples. These rows are one share of the data, so the mix of outcomes need not match the whole.

COc1ccc(CN(C)C[C@H]2OCCCC[C@@H](C)Oc3ccc(NC(=O)c4ccccc4)cc3C(=O)N([C@H](C)CO)C[C@H]2C)cc1
- BioA inh = 1.5
COC(=O)C[C@@H]1CC[C@H]2[C@@H](COc3ccc(NC(=O)Nc4ccc(Cl)cc4)cc3C(=O)N2C)O1
- BioA inh = 2.3
COc1ccc(CN(C)C[C@H]2OCCCC[C@@H](C)Oc3ccc(NC(=O)Nc4ccc(OC)cc4)cc3C(=O)N([C@H](C)CO)C[C@H]2C)cc1
- BioA inh = -2.1
CC(C)NC(=O)Nc1ccc2c(c1)C(=O)N([C@@H](C)CO)C[C@H](C)[C@H](CN(C)C(=O)Nc1ccccc1)O2
- BioA inh = -1.1
CC=Cc1ccc2n(c1=O)C[C@H]1[C@H](CO)[C@@H](C(=O)NCC3CC3)[C@@H]2N1S(=O)(=O)c1cn(C)cn1 (mixture of isomers)
- BioA inh = -0.9
CC(C)c1cn(CC[C@@H]2CC[C@@H](NS(=O)(=O)c3ccc(Cl)cc3)[C@@H](CO)O2)nn1
- BioA inh = 1.2
C[C@@H]1CN([C@H](C)CO)C(=O)c2cccc(NC(=O)Nc3cccc4ccccc34)c2O[C@H]1CN(C)S(=O)(=O)c1cn(C)cn1
- BioA inh = 0.4
CCCNC(=O)N1[C@@H](C#N)[C@H](c2ccc(-c3cccnc3)cc2)[C@@H]1CO
- BioA inh = 2.6
O=C(Nc1ccccc1F)N1CCCCN2[C@@H](CO)[C@@H](c3ccc(C#Cc4cccnc4)cc3)[C@@H]2C1
- BioA inh = 0.0
O=C(CCN1CCCCC1)N[C@H]1CC[C@H](CCNC(=O)c2cc(Cl)cc(Cl)c2)O[C@@H]1CO
- BioA inh = -1.3
C[C@H]1CN([C@@H](C)CO)C(=O)Cc2cc(NS(=O)(=O)c3ccc(Cl)cc3)ccc2O[C@H]1CN(C)C(=O)Nc1ccc(C(F)(F)F)cc1
- BioA inh = -0.4
COCC#Cc1cnc2c(c1)C(=O)N([C@H](C)CO)C[C@@H](C)[C@@H](CN(C)C(=O)c1ccc(F)cc1)O2
- BioA inh = 1.8
CO[C@@H]1CN(C)C(=O)c2ccc(NC(=O)C3CC3)cc2OC[C@@H](C)N(C(=O)Cc2ccccn2)C[C@@H]1C
- BioA inh = 1.3
Cc1noc(C)c1NC(=O)Nc1ccc2c(c1)C(=O)N([C@@H](C)CO)C[C@@H](C)[C@H](CN(C)S(=O)(=O)c1cccs1)OCCCC[C@@H](C)O2
- BioA inh = -0.2
C[C@H](CO)N1C[C@H](C)[C@H](CN(C)C(=O)c2ccc(F)cc2)Oc2ncc(C3=CCCC3)cc2C1=O
- BioA inh = -4.5
CCC(=O)N1C[C@@H](C)[C@H](OC)CN(C)C(=O)c2cc(NC(=O)C3CC3)ccc2OC[C@@H]1C
- BioA inh = 7.6
COc1ccc(NC(=O)N(C)C[C@H]2Oc3ccc(NC(=O)Cc4cn(C)c5ccccc45)cc3C(=O)N([C@H](C)CO)C[C@@H]2C)cc1
- BioA inh = 1.1
C[C@@H]1CN([C@H](C)CO)C(=O)c2cc(/C=C/c3ccccc3)cnc2O[C@@H]1CN(C)Cc1cncnc1
- BioA inh = -3.1
CCN(C[C@@H]1[C@H](c2ccccc2)[C@@H](CO)N1C(C)=O)C(=O)c1ccccn1
- BioA inh = -4.0
C[C@@H]1CCCCO[C@H](CN(C)C(=O)CCC(F)(F)F)[C@H](C)CN([C@H](C)CO)C(=O)c2cc(NS(=O)(=O)c3ccccc3)ccc2O1
- BioA inh = -1.0&0.7
C[C@H](CO)N1C[C@H](C)[C@@H](CN(C)C(=O)Nc2cccc3ccccc23)OCCCC[C@H](C)Oc2ccc(NS(=O)(=O)c3cccs3)cc2C1=O
- BioA inh = -0.8
O=C(NCC[C@@H]1CC[C@H](NS(=O)(=O)c2ccccc2F)[C@@H](CO)O1)c1ccc(F)cc1
- BioA inh = 0.6
O=C(N[C@@H]1CC[C@@H](CCNC(=O)c2ccccc2F)O[C@@H]1CO)c1cnccn1
- BioA inh = 4.2
C[C@H](CO)N1C[C@H](C)[C@H](CN(C)C(=O)Nc2ccccc2)OCCCC[C@H](C)Oc2ccc(NC(=O)Nc3ccccc3)cc2C1=O
- BioA inh = -2.7
COc1ccccc1CNC(=O)C[C@@H]1CC[C@H]2[C@@H](COC[C@H](O)CN2C(=O)Nc2ccc(Cl)cc2)O1
- BioA inh = 2.7

A different layout for 5 compounds above:
SMILES	BioA inh
CCCNC(=O)N1[C@@H](C#N)[C@H](c2ccc(-c3cccnc3)cc2)[C@@H]1CO	2.6
O=C(Nc1ccccc1F)N1CCCCN2[C@@H](CO)[C@@H](c3ccc(C#Cc4cccnc4)cc3)[C@@H]2C1	0.0
O=C(CCN1CCCCC1)N[C@H]1CC[C@H](CCNC(=O)c2cc(Cl)cc(Cl)c2)O[C@@H]1CO	-1.3
C[C@H]1CN([C@@H](C)CO)C(=O)Cc2cc(NS(=O)(=O)c3ccc(Cl)cc3)ccc2O[C@H]1CN(C)C(=O)Nc1ccc(C(F)(F)F)cc1	-0.4
COCC#Cc1cnc2c(c1)C(=O)N([C@H](C)CO)C[C@@H](C)[C@@H](CN(C)C(=O)c1ccc(F)cc1)O2	1.8

Next part
Cc1noc(C)c1NC(=O)N(C)C[C@@H]1Oc2ccc(N(C)C)cc2CC(=O)N([C@H](C)CO)C[C@@H]1C
- BioA inh = 1.0
C[C@@H]1CN([C@H](C)CO)S(=O)(=O)c2ccc(-c3cccnc3)cc2O[C@H]1CN(C)C(=O)C1CCC1
- BioA inh = 0.7
O=C(C[C@@H]1CC[C@H](NC(=O)C2CCOCC2)[C@@H](CO)O1)NCc1ccccc1Cl
- BioA inh = -4.0
O=C(N[C@H]1CC[C@@H](CCNC(=O)C2CCOCC2)O[C@H]1CO)c1ccccn1
- BioA inh = -3.0
C[C@H](CO)N1C[C@H](C)[C@H](CN(C)Cc2cccc(C(=O)O)c2)OCc2ccccc2-c2c(n(C)c3ccccc23)C1=O
- BioA inh = -0.2
C[C@H](NC(=O)C[C@H]1C=C[C@H](NC(=O)CN2CCOCC2)[C@H](CO)O1)c1ccccc1
- BioA inh = 1.8
CCC(=O)Nc1ccc2c(c1)C(=O)N(C)C[C@@H](OC)[C@@H](C)CN(Cc1ccccc1C(=O)O)[C@@H](C)CO2
- BioA inh = -2.2
COc1ccc(NC(=O)N(C)C[C@H]2Oc3ccc(NC(=O)Nc4ccc5c(c4)OCO5)cc3C(=O)N([C@@H](C)CO)C[C@H]2C)cc1
- BioA inh = 1.6
COc1cccc(-c2ccc([C@H]3[C@@H](CO)N4CCCCN(C(=O)Cc5ccncc5)C[C@@H]34)cc2)c1
- BioA inh = -4.5
C[C@@H]1CN([C@@H](C)CO)C(=O)c2cc(NC(=O)Nc3ccccc3)ccc2O[C@H]1CN(C)S(C)(=O)=O
- BioA inh = 2.7
COc1ccc(NC(=O)Nc2ccc3c(c2)C(=O)N([C@H](C)CO)C[C@@H](C)[C@@H](CN(C)C(=O)NC2CCCCC2)O3)cc1
- BioA inh = -3.2
C[C@@H]1CCCCO[C@@H](CN(C)Cc2ccc(C(=O)O)cc2)[C@@H](C)CN([C@@H](C)CO)C(=O)c2cc(NC(=O)c3ccccc3)ccc2O1
- BioA inh = -0.2
CC(=O)N(C)C[C@@H]1Oc2cc(-c3cccnc3)ccc2S(=O)(=O)N([C@@H](C)CO)C[C@@H]1C
- BioA inh = -2.6
CC(C)CC#Cc1ccc2c(c1)O[C@@H](CN(C)C(=O)NC1CCCC1)[C@H](C)CN([C@H](C)CO)S2(=O)=O
- BioA inh = 1.1
COc1ccccc1-c1ccc([C@@H]2[C@@H](CO)N3CCCCN(C(=O)NC4CCCC4)C[C@@H]23)cc1
- BioA inh = -3.6
CCCNC(=O)Nc1ccc2c(c1)OC[C@H](C)N(CCC)C[C@@H](C)[C@@H](OC)CN(C)C2=O
- BioA inh = 0.6
CC(C)COC(=O)N(C)C[C@H]1OCc2ccccc2-c2ccccc2C(=O)N([C@@H](C)CO)C[C@@H]1C
- BioA inh = 0.2
O=C(c1cccc(F)c1)N1CC[C@@H]2[C@H](CO)Nc3ccc(-c4ccccc4F)cc3[C@@H]21
- BioA inh = 4.9
C[C@@H]1CN([C@@H](C)CO)C(=O)c2cc(NC(=O)c3ccccc3)ccc2O[C@@H](C)CCCCO[C@@H]1CN(C)C(=O)Nc1ccc(C(F)(F)F)cc1
- BioA inh = -3.3
Cc1cccc(S(=O)(=O)N2CCCCN3[C@@H](CO)[C@H](c4ccc(C#C[C@@H](C)O)cc4)[C@@H]3C2)c1
- BioA inh = 2.7
C[C@@H]1CN([C@@H](C)CO)S(=O)(=O)c2ccc(-c3cccnc3)cc2O[C@@H]1CN(C)C(=O)NC1CCCCC1
- BioA inh = 2.2
O=C(Nc1ccccc1F)N1CCCCN2[C@H](C1)[C@H](c1ccc(-c3cccnc3)cc1)[C@@H]2CO
- BioA inh = 7.0
CCC(=O)Nc1ccc2c(c1)OC[C@H](C)N(C(=O)c1ccccn1)C[C@@H](C)[C@@H](OC)CN(C)C2=O
- BioA inh = -2.4
COc1ccc(C#Cc2cnc3c(c2)C(=O)N([C@@H](C)CO)C[C@H](C)[C@@H](CN(C)C)O3)cc1
- BioA inh = -1.2
C[C@H](CO)N1C[C@H](C)[C@@H](CN(C)Cc2ccncc2)OCCCC[C@H](C)Oc2ccc(NS(=O)(=O)c3cccs3)cc2C1=O
- BioA inh = 2.9

CC(=O)N1C[C@H]2[C@@H](c3ccccc31)[C@H](CO)N2S(=O)(=O)c1ccccc1
- BioA inh = 1.2
CN(C)CCCNC(=O)C[C@H]1C=C[C@H](NC(=O)Cc2cccnc2)[C@@H](CO)O1
- BioA inh = -3.6
COc1cccc(-c2ccc3c(c2)O[C@@H](CN(C)C(=O)C2CC2)[C@@H](C)CN([C@@H](C)CO)S3(=O)=O)c1
- BioA inh = 1.8
COc1ccc(C#Cc2ccc([C@H]3[C@@H](CO)N4CCCCN(C(=O)Nc5ccc(F)cc5)C[C@H]34)cc2)cc1
- BioA inh = -3.0
O=C(C[C@H]1C=C[C@H](NC(=O)NC2CCCC2)[C@H](CO)O1)NCc1ccc(F)cc1
- BioA inh = -2.0
COc1cccc(S(=O)(=O)N(C)C[C@@H]2Oc3ncc(-c4cccc(C(F)(F)F)c4)cc3C(=O)N([C@H](C)CO)C[C@@H]2C)c1
- BioA inh = -0.3
O=S(=O)(c1ccc(F)cc1)N1CCCCN2[C@H](CO)[C@H](c3ccc(C4=CCCCC4)cc3)[C@@H]2C1
- BioA inh = -0.6
CCCC#Cc1ccc2c(c1)O[C@H](CN(C)Cc1cccnc1)[C@H](C)CN([C@@H](C)CO)S2(=O)=O
- BioA inh = -4.4
COCC(=O)Nc1ccc2c(c1)C(=O)N(C)C[C@H](OC)[C@@H](C)CN(C(=O)c1ccccc1F)[C@@H](C)CO2
- BioA inh = -0.9
C[C@@H]1CN([C@@H](C)CO)C(=O)c2cc(C#CCN(C)C)cnc2O[C@H]1CN(C)S(=O)(=O)c1ccccc1
- BioA inh = 3.7
C[C@@H]1CN([C@@H](C)CO)C(=O)c2cc(C3=CCCC3)cnc2O[C@@H]1CN(C)Cc1ccc(F)cc1
- BioA inh = -1.6
O=C(Nc1nccs1)[C@@H]1[C@@H](CO)[C@@H]2Cn3c(cccc3=O)[C@@H]2N1C(=O)C1CC1
- BioA inh = -0.6
C[C@@H]1CN([C@@H](C)CO)C(=O)c2cccc(NC(=O)C3CC3)c2O[C@@H]1CN(C)C(=O)Nc1ccc(C(F)(F)F)cc1
- BioA inh = 3.6
CC(C)NC(=O)Nc1ccc2c(c1)C(=O)N([C@@H](C)CO)C[C@@H](C)[C@H](CN(C)C(=O)NC1CCCCC1)OCCCC[C@@H](C)O2
- BioA inh = -1.8
C[C@@H]1CCCCO[C@@H](CN(C)C(=O)Nc2ccccc2)[C@@H](C)CN([C@H](C)CO)C(=O)c2cc(NC(=O)Nc3ccccc3)ccc2O1
- BioA inh = -0.1
C[C@H]1CCCCO[C@@H](CN(C)C(=O)Cc2ccccc2)[C@@H](C)CN([C@@H](C)CO)C(=O)c2cc(NS(=O)(=O)c3ccccc3)ccc2O1
- BioA inh = -0.9
COc1ccc(NC(=O)Nc2ccc3c(c2)C(=O)N([C@H](C)CO)C[C@H](C)[C@H](CN(C)C(=O)Nc2ccccc2)OCCCC[C@H](C)O3)cc1
- BioA inh = -5.8
C[C@H](CO)N1C[C@H](C)[C@H](CN(C)Cc2cccc(F)c2)Oc2cc(C#CC3CC3)ccc2S1(=O)=O
- BioA inh = -1.5
O=C(C[C@H]1CC[C@H]2[C@@H](COC[C@@H](O)CN2C(=O)Nc2ccc(C(F)(F)F)cc2)O1)NCC1CCCCC1
- BioA inh = 1.5
CCc1csc(N2[C@@H](C#N)[C@H](c3ccc(C#Cc4ccc(F)cc4)cc3)[C@@H]2CO)n1
- BioA inh = -2.1
C/C=C/c1ccc2c(c1)O[C@H](CN(C)C(=O)CN(C)C)[C@@H](C)CN([C@H](C)CO)S2(=O)=O
- BioA inh = 1.6
COc1ccc(NC(=O)Nc2ccc3c(c2)C(=O)N([C@@H](C)CO)C[C@@H](C)[C@H](CN(C)C(=O)CCCN(C)C)OCCCC[C@@H](C)O3)cc1
- BioA inh = 2.8
O=C(C[C@@H]1CC[C@@H]2[C@H](COC[C@H](O)CN2S(=O)(=O)c2ccccc2F)O1)N1CCC(Cc2ccccc2)CC1
- BioA inh = -0.3
C[C@H](CO)N1C[C@H](C)[C@@H](CN(C)Cc2ccc(C(F)(F)F)cc2)OCCCC[C@H](C)Oc2ccc(NC(=O)Nc3ccccc3)cc2C1=O
- BioA inh = -1.4
C[C@@H]1CN([C@H](C)CO)C(=O)c2cc(NC(=O)CCCN(C)C)ccc2O[C@H]1CN(C)Cc1ccc(-c2ccccc2)cc1
- BioA inh = 4.9

CC(C)NC(=O)N1[C@@H](CO)[C@H](c2ccccc2)[C@@H]1CN(C)C(=O)c1ccncc1
- BioA inh = -0.6
COCC(=O)N1[C@H](C#N)[C@H](c2ccc(-c3cccnc3)cc2)[C@@H]1CO
- BioA inh = 0.3
CN(C)C(=O)C[C@@H]1C[C@@H]2c3cc(NC(=O)Nc4ccccc4F)ccc3O[C@@H]2[C@@H](CO)O1
- BioA inh = -0.5
O=C(C[C@@H]1C=C[C@H](NC(=O)C2CCOCC2)[C@@H](CO)O1)NCc1ccncc1
- BioA inh = 1.2
